Screens as filed in PubChem BioAssay.
PL synth Enamine = blocks phospholipid synthesis in CHO cells, Enamine compounds; ZR-82 CHO cells, pyrene fatty acid UV survival, CellTiter Blue; peroxisome-deficient CHO-K1 mutant line; plus DGAT-1, DGAT-2 and ACAT inhibitors; calls only at 10 µM; 20,000 compounds, 0.4% hits; AID 1347385;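 active = cell survival signal 2 SD away from solvent-only control wells, confirmed on one or two retests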;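 note: 3 h compound exposure then viability read about one day after UV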
Calls only; i = inactive. An excerpt (hit frequency here may not be typical).

SMILES | PL synth Enamine
Nc1ncnc(Nc2ccccc2)n1 | i
Nc1ccc(N2CCOCC2)cc1N1CCOCC1 | i
